procasp7 counter – counter-screen for procaspase-3 activators: activators of human procaspase-7 | activation, % at 8.5 µM | recombinant procaspase-7, Ac-DEVD-pNA absorbance 405 nm; D23A/D198A/D206A triple mutant, cannot self-cleave; scale: DMSO 0, 5 µM enzyme 100 | hit rate 0.093% among 330,000 | P55210;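 active means percent activation above the screen-wide mean plus 3 SD, cut at about 25% in these data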
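Assay system: Uncleavable procaspase-7 mutant enzyme / Input: 2 µM procaspase-7 mutant as dispensed / Dosing: single nominal 8.5 µM compound dose, 0.8% DMSO final / Timing: 1 h enzyme–compound preincubation and 2 h substrate reaction, both 25 °C / Detection: p-Nitroaniline absorbance at 405 nm, read at 0 and 120 min / Replication: singlicate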
HCV core dimer – blocks dimerization of HCV core protein. inhibition, % at 5 µM. hit rate 0.33% among 300,000. TR-FRET GST/Flag-core106 dimerization, 1536-well;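 active means inhibition above the mean of all tested compounds plus 3 SD, set per screening campaign, cut at about 45% in these data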
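Assay system: GST-tagged and Flag-tagged HCV core protein residues 1-106 / Times: compound-protein-antibody incubation 4 h at 22.5 °C / Signal: time-resolved FRET, ex 340 nm, em 617 and 671 nm / Evaluation: % inhibition based on acceptor/donor emission ratio / Benchmarks: wells lacking GST-core106 and wells with excess unlabelled core106 / Repeats: singlicate, one well per compound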
PAFAH2 FP inh – inhibitors of human PAFAH2; AID 492956; Q99487; inhibition, % at 3.39 µM; hit rate 0.99% among 340,000; recombinant PAFAH2, FP-rhodamine activity probe, fluorescence polarization;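 active means inhibition above the mean over all tested compounds plus 3 SD, cut at about 30% in these data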;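 further: inhibitors block probe labeling of enzyme so polarization drops; 0% = enzyme with DMSO and 100% = wells lacking PAFAH2 protein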
AHR act – activates the human aryl hydrocarbon receptor; activation, % at 5 µM; AHR-responsive luciferase reporter cells, luminescence; hit rate 2.5% among 320,000; P35869; in the data active means activation above about 47%;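 further: 0% = vehicle wells and 100% = reference agonist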
PP1 counter – blocks human PP1-alpha phosphatase, a PP5 counter-screen | P62136 | purified PP1alpha, OMFP fluorescence | inhibition, % at 6.7 µM | hit rate 0.9% among 320,000 | AID 2235;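 active means inhibition above the mean inhibition of all tested compounds plus 3 SD, computed separately for each screening campaign, cut at about 15% in these data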
Target sequence (P62136 whole entry, looked up): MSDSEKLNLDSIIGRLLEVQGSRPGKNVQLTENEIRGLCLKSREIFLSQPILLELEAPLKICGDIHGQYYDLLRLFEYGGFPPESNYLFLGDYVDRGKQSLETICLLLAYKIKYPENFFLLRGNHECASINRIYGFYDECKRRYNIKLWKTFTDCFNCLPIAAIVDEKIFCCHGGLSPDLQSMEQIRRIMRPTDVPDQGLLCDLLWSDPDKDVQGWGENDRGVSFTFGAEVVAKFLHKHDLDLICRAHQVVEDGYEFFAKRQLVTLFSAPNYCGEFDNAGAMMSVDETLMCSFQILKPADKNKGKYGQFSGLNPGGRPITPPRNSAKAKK
PP5 inh – PP5 (human) phosphatase inhibition. hit rate 0.18% among 320,000. purified PP5c, OMFP substrate fluorescence. inhibition, % at 6.7 µM. P53041. AID 1987;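 active means inhibition above the campaign's mean inhibition across all tested compounds plus 3 SD, cut at about 9.5% in these data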;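 further: 0% = DMSO only and 100% = 100 µM cantharidin control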
Target sequence (P53041 whole entry, looked up): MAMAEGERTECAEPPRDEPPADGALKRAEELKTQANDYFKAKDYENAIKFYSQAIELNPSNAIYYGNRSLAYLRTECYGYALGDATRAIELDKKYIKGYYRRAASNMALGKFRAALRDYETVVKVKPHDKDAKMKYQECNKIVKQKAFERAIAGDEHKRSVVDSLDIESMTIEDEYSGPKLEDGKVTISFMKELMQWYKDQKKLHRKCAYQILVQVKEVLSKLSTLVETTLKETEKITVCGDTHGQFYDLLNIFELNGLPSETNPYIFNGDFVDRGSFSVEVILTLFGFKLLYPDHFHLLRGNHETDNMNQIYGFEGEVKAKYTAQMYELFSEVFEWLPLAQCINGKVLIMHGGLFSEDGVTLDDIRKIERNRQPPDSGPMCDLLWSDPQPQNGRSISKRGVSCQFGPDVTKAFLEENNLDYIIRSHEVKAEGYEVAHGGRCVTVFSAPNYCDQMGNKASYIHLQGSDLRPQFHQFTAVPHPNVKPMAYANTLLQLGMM
proCasp3 act – activators of human procaspase-3; activation, % at 8.5 µM; P42574; hit rate 0.11% among 330,000; recombinant procaspase-3 D3A, Ac-DEVD-pNA absorbance 405 nm;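 active means activation above the mean of all tested compounds plus 3 SD, cut at about 21% in these data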;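 further: 0% = DMSO alone and 100% = DMSO wells spiked with extra 5 µM PC-3 D3A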
Target sequence (P42574 whole entry D9A/D28A/D175A): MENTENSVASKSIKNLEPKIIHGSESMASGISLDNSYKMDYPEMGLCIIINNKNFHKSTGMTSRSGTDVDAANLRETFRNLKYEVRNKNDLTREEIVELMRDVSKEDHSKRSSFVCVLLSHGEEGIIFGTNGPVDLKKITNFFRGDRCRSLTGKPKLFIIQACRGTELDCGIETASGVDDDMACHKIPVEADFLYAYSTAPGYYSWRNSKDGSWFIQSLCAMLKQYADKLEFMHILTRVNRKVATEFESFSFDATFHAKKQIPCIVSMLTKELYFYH
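Assay system: Autoprocessing-dead procaspase-3 D3A mutant enzyme; also added: Ac-DEVD-pNA; doses: one concentration, 8.5 µM nominal, 0.8% DMSO; times: 1 h compound preincubation, 2 h substrate hydrolysis at 25 °C; technique: 405 nm absorbance of p-nitroaniline, reads at 0 and 120 min; measure: % activation between DMSO and enzyme-spiked controls; repeats: single replicate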
TPT1 inh – blocks Candida albicans tRNA 2'-phosphotransferase; recombinant caTPT1, FP RNA substrate dephosphorylation; inhibition, % at 5 µM; hit rate 0.81% among 300,000; AID 1962;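 active means inhibition above the mean of all tested compounds plus 3 SD, set per screening campaign, cut at about 24% in these data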;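 further: plate controls were DMSO alone for no effect and ferristatin control at 100 nM for full effect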
Fh CTSL1 inh – cathepsin L1 inhibition, PFM18AAP counter-screen | recombinant F. hepatica cathepsin L1, Z-Leu-Arg-MCA fluorescence | inhibition, % at 5.96 µM | hit rate 0.49% among 300,000;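 active means inhibition above the mean of all tested compounds plus 3 SD, set per screening campaign, cut at about 17% in these data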;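 further: 0% = plate median of test compound wells and 100% = 1 µM Z-Phe-Ala-diazomethylketone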
* = called active by the depositor; / = no result given.

A first look, six compounds:
SMILES	procasp7 counter	HCV core dimer	PAFAH2 FP inh	AHR act	PP1 counter	PP5 inh	proCasp3 act	TPT1 inh	Fh CTSL1 inh
Cc1cc(S(=O)(=O)Nc2cccc(C(=O)O)c2)c(C)c(S(=O)(=O)c2ccc(Cl)cc2)c1	-8	12	-5	-1	3	-0.3	0	0	1
O=C(NCCC(=O)N1CCOCCOCCOCCOCC1)OCc1ccccc1	5	-8	-4	-2	2	1.0	-4	0	-3
O=C(NC(=S)Nc1nc2c(s1)CCCC2)c1ccc(C(=O)c2ccccc2)cc1	-5	-7	1	10	0	3.3	-2	-5	2
CC1(C)CC(=O)c2cnc(NC(=O)C3CCCC3)nc2C1	-2	-1	-11	-1	-3	3.6	6	2	0
O=C(N/N=C/c1ccccn1)C12CC3CC(CC(C3)C1)C2	-2	7	-13	10	-1	-1.4	1	-1	-3
OC(COc1ccc(F)cc1)CN1CCN(c2ccccc2F)CC1 (stereo not drawn)	11	1	-8	3	0	0.6	-2	-1	-4

All compounds of this part (from the top)
SMILES	procasp7 counter	HCV core dimer	PAFAH2 FP inh	AHR act	PP1 counter	PP5 inh	proCasp3 act	TPT1 inh	Fh CTSL1 inh
Cc1cc(S(=O)(=O)Nc2cccc(C(=O)O)c2)c(C)c(S(=O)(=O)c2ccc(Cl)cc2)c1	-8	12	-5	-1	3	-0.3	0	0	1
O=C(NCCC(=O)N1CCOCCOCCOCCOCC1)OCc1ccccc1	5	-8	-4	-2	2	1.0	-4	0	-3
O=C(NC(=S)Nc1nc2c(s1)CCCC2)c1ccc(C(=O)c2ccccc2)cc1	-5	-7	1	10	0	3.3	-2	-5	2
CC1(C)CC(=O)c2cnc(NC(=O)C3CCCC3)nc2C1	-2	-1	-11	-1	-3	3.6	6	2	0
O=C(N/N=C/c1ccccn1)C12CC3CC(CC(C3)C1)C2	-2	7	-13	10	-1	-1.4	1	-1	-3
OC(COc1ccc(F)cc1)CN1CCN(c2ccccc2F)CC1 (stereo not drawn)	11	1	-8	3	0	0.6	-2	-1	-4
Cc1cc([N+](=O)[O-])nn1CCCC(=O)Nc1cc(Cl)ccc1Cl	10	-2	4	-3	-3	0.4	7	0	-1
O=C(COC(=O)c1ccc(C(F)(F)F)cc1)Nc1cccc(S(=O)(=O)N2CCCCC2)c1	3	/	0	2	3	7.0	-3	/	/
COC1(OC)N=C(N)C2(C#N)C(c3ccc(F)cc3)C12C#N (stereo not drawn)	11	-2	1	-1	-1	1.4	1	0	-2
CCC(C)(C)NC(=O)C(c1ccc(OC)cc1)N(C(=O)CCC(=O)Nc1cc(C)on1)c1ccc(F)cc1 (stereo not drawn)	-5	1	11	-1	6	3.3	0	-1	3
CCC(NS(=O)(=O)c1ccc2c(c1)Cc1cc(S(=O)(=O)NC(CC)C(=O)O)ccc1-2)C(=O)O (stereo not drawn)	7	3	1	-1	0	-0.9	-12	0	-2
NC(=O)C1CCN(CC(=O)NC(=O)NC2CCCC2)CC1	2	1	8	-1	-3	-0.2	3	0	-2
CCCn1c(N)c(C(=O)CSc2nnc(N)s2)c(=O)[nH]c1=O	-2	/	-7	1	1	-0.6	3	/	/
CCOC(=O)c1cc2c(ccn2C)n1CC(=O)N1CCC(C)CC1	2	-3	1	2	-1	3.4	-12	-2	2
C=CCNC(=O)NC(=O)COC(=O)CC(NC(N)=O)c1ccc(Cl)cc1 (stereo not drawn)	3	2	-13	-3	-3	1.1	1	-2	-1
COc1cc2[nH]c(C(=O)N3CCC(Cc4ccccc4)CC3)cc2c(OC)c1OC	3	6	7	2	3	3.6	-1	0	3
CC(=O)c1ccc(NC(=O)C(NC(=O)c2ccccc2)=C(C)C)cc1	4	3	1	0	-8	-4.2	0	-4	1
COc1ccc(OC)c(C(=O)COC(=O)CNC(=O)C2CCCCC2)c1	1	1	7	1	0	1.5	-1	1	33*
Cc1n[nH]c(=S)n(NC(=O)CC(=O)Nn2c(=S)[nH]nc(C)c2=O)c1=O	-5	1	-3	-2	-4	-2.5	0	-3	1
N#CC1=C(S)N=C(N)C(c2nc(-c3ccccc3)cs2)C12CCCC2 (stereo not drawn)	-18	-6	-5	7	-3	2.5	-22	5	-7
Nc1ccc(Br)c2cccnc12	-13	0	9	33	-5	0.5	-2	-1	-2
O=C(Nn1cnnc1)c1ccc(F)c(S(=O)(=O)N2CCCCC2)c1	9	-2	-6	-1	0	1.0	-15	-1	-1
Cc1ccnc(NC(=O)CS(=O)(=O)Cc2ccccc2)c1	1	3	25	0	0	-0.6	3	-4	2
COc1ccc(OCCC(=O)OCC(=O)c2ccc[nH]2)cc1	4	8	4	0	-4	-0.3	5	0	-7
CCOc1ccc(NC(=O)N2CCc3ccccc3C2)cc1	2	0	-11	67*	6	-0.1	5	-3	2

Going on with the list:
SMILES	procasp7 counter	HCV core dimer	PAFAH2 FP inh	AHR act	PP1 counter	PP5 inh	proCasp3 act	TPT1 inh	Fh CTSL1 inh
O=C(O)c1c(NC(=O)c2cccc3ccccc23)sc2c1CCC2	-2	6	17	15	0	0.3	-5	-1	-2
COc1cc(C2CC(=O)Oc3c(C(CCN4CCN(c5ccccc5)CC4)c4ccc(N(C)C)cc4)c(OC)cc(OC)c32)cc(OC)c1OC (stereo not drawn)	0	18	10	1	13	1.6	-2	-1	1
CCC1CCc2sc(C(=O)N(C)CC(=O)Nc3ccc(OC)cc3)cc2C1 (stereo not drawn)	5	9	0	2	-2	5.0	-2	1	2
CCOC(=O)C1CCN(C(=O)Nc2ccc(Cl)cc2Cl)CC1	8	-1	-10	-3	-1	3.5	5	-1	1
CC(Sc1nnc(COc2ccccc2)n1-c1ccccc1)C(=O)O (stereo not drawn)	4	6	3	-2	-1	2.1	0	-3	1
CCCNC(=O)CN1C(=O)NC(CCc2ccccc2)C1=O (stereo not drawn)	13	0	-2	2	-4	3.6	0	1	2
COc1ccc(CC(=O)NCCS(=O)(=O)N2CCN(c3ccccc3OC)CC2)cc1	6	0	2	-2	-1	0.7	-7	-1	-5
O=C(Nc1ncn[nH]1)c1cccc(F)c1	2	/	1	1	-2	0.1	3	/	/
COc1ccc(C(=O)NCC(=O)OCC(=O)Nc2c(C)n(C)n(-c3ccccc3)c2=O)cc1	6	-2	1	-3	-4	1.9	2	-2	0
CCC1S/C(=N/N=C/c2ccco2)NC1=O (stereo not drawn)	6	-1	2	3	0	-0.8	-2	3	6
CC(C)Cn1cc(C(=O)NCC2CCCO2)c2c3ccccc3n(C)c2c1=O (stereo not drawn)	-6	-5	4	8	1	1.2	2	3	-3
COc1ccc(Cl)cc1NC(=O)CN(C)C(C)C(=O)NC(=O)NC1CCCCC1 (stereo not drawn)	-2	3	5	5	-5	-2.5	-7	-2	-2
COc1cccc(Oc2c(C)oc3c(CN4CCCC4)c(O)ccc3c2=O)c1	-5	-1	-7	0	-3	-1.7	2	4	-3
CC12CCC(c3c(C(=O)Nc4nccs4)nn(-c4ccccc4)c31)C2(C)C (stereo not drawn)	-2	2	10	21	3	4.6	-6	0	0
CCCCOc1ccc(S(=O)(=O)Nc2cc(OC)ccc2OC)cc1	-4	9	5	-1	7	2.6	-7	4	3
O=C(CCCn1c(SCC(=O)c2ccc(F)cc2)nc2ccccc2c1=O)NCc1ccccc1	-8	6	-10	-10	0	0.0	5	2	0
c1cncc(CSc2nnc3ccc(-c4cccs4)nn23)c1	-3	-2	10	10	-2	2.4	-5	-2	-1
COc1cc(C(=O)OCCNC(=O)c2ccncc2)cc(OC)c1OC	7	-7	3	14	0	0.4	0	1	2
C/C(=N\Nc1nnc2c3ccccc3n(C)c2n1)c1ccc(C)o1	7	-2	-4	88*	2	-0.4	4	-2	0
COc1ccc(S(=O)(=O)NC(CC(=O)NCc2ccco2)C(C)C)cc1 (stereo not drawn)	-1	-7	-1	-1	-1	1.7	11	2	1
Cc1ccc2[nH]c(=O)c(CN(c3cccc(C)c3C)S(=O)(=O)c3ccccc3)cc2c1	7	-14	1	4	6	-0.3	-8	-7	2
CC(=O)CC(=O)Nc1ccc(C(N)=O)cc1	-8	0	4	-5	3	1.6	0	-3	-2
CCOc1ccccc1Nc1nnc(SCC(=O)NC(Cc2c[nH]c3ccccc23)C(=O)O)s1 (stereo not drawn)	1	10	4	5	-2	-0.1	-1	2	1
CCOC(=O)[C@@H]1[C@H]2COc3cc(OC)ccc3[C@@H]2N2C(=O)N(c3cccc(Cl)c3)C(=O)[C@]12C	-8	13	-2	-3	-1	3.0	6	-3	-1
O=C(Nc1ccnn1C1CCN(C(=O)c2c(F)cccc2F)CC1)C1CC1	3	1	0	0	0	2.0	5	0	-1

Continuation:
SMILES	procasp7 counter	HCV core dimer	PAFAH2 FP inh	AHR act	PP1 counter	PP5 inh	proCasp3 act	TPT1 inh	Fh CTSL1 inh
CCCOc1ccc(C2(C(=O)O)CCCC2)cc1	5	0	4	-1	2	1.8	4	-2	-1
CCOC(=O)c1csc(NC(=O)CC2CCCC2)n1	8	1	9	0	1	2.8	-11	0	-2
NS(=O)(=O)c1ccc(NC(=O)c2ccc(S(=O)(=O)N3CCc4ccccc43)cc2)cc1	-4	58*	-50	2	3	2.0	-1	-2	5
CN(CC(=O)Nc1ccc(Cl)cc1)CC(=O)Nc1cccc2ccccc12	-2	/	0	5	1	2.5	6	/	/
COc1ccc([N+](=O)[O-])cc1NC(=O)CSCc1ccc(Br)cc1	1	1	6	9	1	1.4	3	7	4
CCN(CC(=O)Nc1c(F)cccc1F)C(=O)CN(C)S(=O)(=O)c1ccc(F)cc1	4	-4	0	-2	-4	-2.3	-1	-1	-1
COc1ccc(C(=O)Nc2cc3c(cc2N2CCCCC2)n(C)c(=O)n3C)cc1OC	5	14	6	5	-4	1.0	0	1	-1
O=C(NC1CC1)C1CCN(C(=O)c2ccccc2Cl)CC1	3	-6	-1	1	1	-0.9	4	-1	-2
Cc1ccc(-c2nc3ccccc3c(=O)n2NC(=O)c2cccs2)cc1	8	-2	2	52*	-4	-0.6	-3	-1	2
CCN1CCN(c2cc(N3CCc4ccccc4C3)c(F)cc2[N+](=O)[O-])CC1	-2	-15	3	31	3	1.1	-4	0	-4
O=C(NCc1ccccc1)c1ccc[n+]([O-])c1	-3	-5	-7	0	-1	-0.3	7	-2	-3
Cc1ccccc1NC(=S)N(CCN1CCCCC1)Cc1ccco1	19	2	-5	3	-5	3.4	1	1	-1
COc1ccc(C)cc1NC(=O)C1CCCN1C(=O)OCc1ccccc1 (stereo not drawn)	3	-1	-6	13	1	3.9	0	-5	3
CCCN1CCN(C(=O)Cn2nc(C)n3c(cc4sccc43)c2=O)CC1	5	3	5	-1	10	0.0	8	2	2
Cc1cc(C)c2sc(N(CCN(C)C)C(=O)CCS(=O)(=O)c3ccccc3)nc2c1	-12	-9	-3	6	-8	2.0	-5	-3	14
CCC(C)NC(=O)C1CCN(C(=O)N(C)C)CC1 (stereo not drawn)	3	-2	-6	0	1	0.3	-1	-1	4
COc1cc(/C=C/C(=O)Nc2nc3ccc(S(=O)(=O)N(C)C)cc3s2)cc(OC)c1OC	35*	-5	-3	8	0	2.2	-18	-2	0
